# Compound activity deposited in PubChem BioAssay by National Center for Advancing Translational Sciences (NCATS).
# FLuc counter: inhibits or activates purified firefly luciferase, miR-21 counter-screen; Potency, µM (series often up to 57.5 µM), for inactives: at the highest dose activity change, negative = inhibition, hits mostly inhibitors; purified FLuc, Km substrates, luminescence inhibition; P08659; AID 588342; actives 6.9% (n = 360,000); active = well fitted inhibition curve with a large enough effect; inconclusive = small, poorly fitted or top-dose-only effect;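 note: plate controls were vehicle for no effect and reference inhibitor for full effect; nearly all actives have a fitted effect of over 55% in size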
# Target sequence (P08659 whole entry, looked up): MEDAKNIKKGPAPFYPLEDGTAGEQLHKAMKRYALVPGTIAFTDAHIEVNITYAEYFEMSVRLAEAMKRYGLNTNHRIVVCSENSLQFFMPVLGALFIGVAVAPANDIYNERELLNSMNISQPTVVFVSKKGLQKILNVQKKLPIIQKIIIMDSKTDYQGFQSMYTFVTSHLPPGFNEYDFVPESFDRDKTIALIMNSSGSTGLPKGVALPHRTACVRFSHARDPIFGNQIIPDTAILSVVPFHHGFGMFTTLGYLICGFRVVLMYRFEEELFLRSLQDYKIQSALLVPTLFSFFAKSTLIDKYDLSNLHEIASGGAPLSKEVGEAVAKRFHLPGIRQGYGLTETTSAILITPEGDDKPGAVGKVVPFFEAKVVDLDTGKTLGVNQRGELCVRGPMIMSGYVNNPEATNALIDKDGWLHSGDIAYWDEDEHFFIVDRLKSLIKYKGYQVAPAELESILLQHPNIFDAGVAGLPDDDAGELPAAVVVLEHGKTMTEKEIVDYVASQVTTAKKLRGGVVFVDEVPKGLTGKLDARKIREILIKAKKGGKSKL
#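 Purified P. pyralis luciferase, 10 nM final, with Km-level 10 uM D-luciferin and 10 uM ATP in 50 mM Tris acetate pH 7.5, 10 mM Mg acetate, 0.01% Tween-20, 0.05% BSA; 6-point qHTS titration about 60 µM downward; luminescence read.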
# Starred values were filed as active, the others as inactive; ? = inconclusive. Potency is the fitted concentration of half-maximal effect. Only part of the results is shown. The share of hits here may be higher or lower than overall.
# Start of the listing, in advance:
SMILES,FLuc counter
Cc1cc(-c2ccc(C)c(S(=O)(=O)N(C)c3ccc(C)c(C)c3)c2)on1,-1.0%
COC(=O)c1ccccc1NC(=O)Cn1ncc2c(C)n(Cc3ccc(F)cc3)c(C)c2c1=O,-2.9%
CSc1cccc(NC(=O)c2cccc(N3CCCS3(=O)=O)c2)c1,?
CCN(CC)c1ccc(NC(=O)Cn2nc(C)n3cccc3c2=O)c(C)c1,?
Cc1ccccc1Nc1cc(C(=O)NCCCN2CCN(c3cccc(Cl)c3)CC2)c2ccccc2n1,-1.5%
COc1ccc(/C=C(/C#N)c2nc(-c3cc4ccccc4oc3=O)cs2)cc1,-0.3%
Cc1cc(Nc2ccccc2C)c2cccc(C)c2n1,1.4%

# Results, from the start:
SMILES,FLuc counter
Cc1cc(-c2ccc(C)c(S(=O)(=O)N(C)c3ccc(C)c(C)c3)c2)on1,-1.0%
COC(=O)c1ccccc1NC(=O)Cn1ncc2c(C)n(Cc3ccc(F)cc3)c(C)c2c1=O,-2.9%
CSc1cccc(NC(=O)c2cccc(N3CCCS3(=O)=O)c2)c1,?
CCN(CC)c1ccc(NC(=O)Cn2nc(C)n3cccc3c2=O)c(C)c1,?
Cc1ccccc1Nc1cc(C(=O)NCCCN2CCN(c3cccc(Cl)c3)CC2)c2ccccc2n1,-1.5%
COc1ccc(/C=C(/C#N)c2nc(-c3cc4ccccc4oc3=O)cs2)cc1,-0.3%
Cc1cc(Nc2ccccc2C)c2cccc(C)c2n1,1.4%
CCc1ccccc1NC(c1nnc(-c2cccc(F)c2)o1)c1ccc(F)cc1Cl (centres undefined),3.6%
Cc1ccccc1OCCCn1c(-c2ccc(Cl)cc2)nc2ccccc2c1=O,-4.7%
CCc1ccccc1NC(=O)Cn1c(=O)n(Cc2ccc(OC)cc2)c(=O)c2oc3ccccc3c21,1.4%
Cc1ccccc1CSc1nc2c([nH]c3ccccc32)c(=O)n1-c1ccccc1,-5.9%
Cc1cccc(N2CCN(c3ncnc4c3c(-c3ccccc3)cn4-c3ccccc3)CC2C)c1 (centres undefined),-2.7%
CCOc1ccccc1CNC(=O)c1ccc(NC(=O)N2CCSc3ncccc32)cc1,0.2%
COC(=O)c1ccccc1NC(=O)C(Cc1ccccc1)N1Cc2ccccc2C1=O (centres undefined),-3.2%
CCOC(=O)C1CCN(C(=O)c2nn(-c3ccc(OC)c(Cl)c3)c(=O)c3c2c2ccccc2n3C)CC1,-2.1%
COc1ccc(C)cc1NC(=O)c1cc2ccccn2n1,21.3µM*
Cc1cc(C)cc(NC(=O)Cn2c(=O)n(Cc3ccco3)c(=O)c3oc4ccccc4c32)c1,-1.4%
Cc1ccc(-n2ncc(C(=O)N3CCN(c4ccc(Cl)cc4)CC3)c2C2CCN(C(=O)OC(C)(C)C)CC2)c(C)c1,-17.3%
COc1ccc(CCNC(=O)c2cc3c(s2)-c2c(C)cccc2OC3)c(OC)c1,-3.9%
CC(C)(C)OC(=O)N1CCc2nc(N3CCN(c4ncccn4)CC3)ncc2C1,-0.9%

# Reformatted: three of the compounds above.
COc1ccc(C)cc1NC(=O)c1cc2ccccn2n1
  FLuc counter: 21.3µM*

Cc1cc(C)cc(NC(=O)Cn2c(=O)n(Cc3ccco3)c(=O)c3oc4ccccc4c32)c1
  FLuc counter: -1.4%

Cc1ccc(-n2ncc(C(=O)N3CCN(c4ccc(Cl)cc4)CC3)c2C2CCN(C(=O)OC(C)(C)C)CC2)c(C)c1
  FLuc counter: -17.3%

# Further compounds follow:
SMILES,FLuc counter
CCN(CC)C(=O)C1CCN(c2nnc(C)c3c(C)n(-c4ccc(Cl)cc4)nc23)CC1,0.5%
Cc1ccc(CNC(=O)Nc2cc(C(=O)NCc3cccc(F)c3)ccc2N2CCCC2)cc1,5.6%
COc1cccc(OCC(=O)NC2CC(=O)N(c3cccc(OC)c3)C2)c1 (centres undefined),0.3%
CC(=O)N1CCc2cc(S(=O)(=O)NC(CC(C)C)C(=O)NCCc3cccc(C)c3)ccc21 (centres undefined),1.2%
Cc1nc(-n2nc(C)c(Cc3ccccc3Cl)c2C)sc1C(=O)N1CCCCC1C (centres undefined),-1.3%
COc1ccc(C(=O)CCC(=O)Nc2cccc(C(C)=O)c2)cc1,4.9%
CCOc1ccc2nc(NC(=O)c3ccccc3)sc2c1,0.536µM*
COc1ccc(-c2nc(CSCC(=O)N3CCN(c4ccc(OC)cc4)CC3)c(C)o2)cc1,-7.8%
COc1ccc2c(c1)Cc1sc(NC(=O)c3ccc(Cl)cc3)nc1-2,0.1%
CNC(=O)C1CCCN(c2nnc(C)c3c(C)n(-c4ccccc4)nc23)C1 (centres undefined),-5.9%
CCOc1ccc(C(=O)c2c(N)c(-c3nc(-c4ccc5c(c4)OCO5)cs3)c3ccccn23)cc1,-2.4%
CCOC(=O)C1CCCN(c2ncnc3c2nnn3C)C1 (centres undefined),-0.2%
CCN(CC)C(=O)CSc1nc2cc3c(cc2c(=O)n1CCCCCC(=O)NCCc1ccc(OC)c(OC)c1)OCO3,-10.2%
CCc1ccccc1NC(=O)Cn1c(=O)n(CCCCCC(=O)NCc2ccc(C)cc2)c(=O)c2sccc21,-3.6%
CC(=O)c1cc(-c2ccccc2)n(CCC(=O)Nc2ccc(C)cc2C)c1C,-2.7%
Cc1ccc(C)c(NC(=O)Nc2cc3c(cc2N2CCCCC2)n(C)c(=O)n3C)c1,-1.1%
COc1ccc(-c2nc(Cn3c(=O)cc(C)c4c(C)nn(-c5ccccc5)c43)c(C)o2)cc1OC,0.0%
COC(=O)c1nnn(CC(=O)Nc2ccc(Br)c(C)c2)c1N,-2.8%
Cn1nnnc1SCCCNCc1ccc(-c2ccc(F)c(Cl)c2)o1,5.4%
O=C(COC(=O)C(Cc1c[nH]c2ccccc12)NC(=O)c1ccc(Br)cc1)c1ccc(Cl)cc1 (centres undefined),-2.0%

# Molecules listed so far with a furan ring, fused or not (3):
SMILES,FLuc counter
CCc1ccccc1NC(=O)Cn1c(=O)n(Cc2ccc(OC)cc2)c(=O)c2oc3ccccc3c21,1.4%
Cc1cc(C)cc(NC(=O)Cn2c(=O)n(Cc3ccco3)c(=O)c3oc4ccccc4c32)c1,-1.4%
Cn1nnnc1SCCCNCc1ccc(-c2ccc(F)c(Cl)c2)o1,5.4%

# (listing goes on)
SMILES,FLuc counter
COc1ccc(CCn2c3c(c(=O)[nH]c2=O)C(NC(=O)c2ccccc2F)(C(F)(F)F)C(=O)N3)cc1OC (centres undefined),5.4%
Cc1noc(-c2ccc(-c3noc(-c4cccc(F)c4)n3)cc2)n1,0.7%
CCOCCCN1C(=O)c2[nH]nc(-c3ccccc3O)c2C1c1ccc(CC)cc1 (centres undefined),-14.4%
Cc1ccc(C)c(NC(=O)CN2C(=O)COc3ccc(Cl)cc32)c1,2.7%
CCC1CN(C(=O)N2CCC(C(=O)NCCc3ccc(C)cc3)CC2)c2ccccc2O1 (centres undefined),1.2%
O=C(Nc1ccc(Oc2ccccc2)cc1)c1ccc(F)c(S(=O)(=O)N2CCN(c3cccc(Cl)c3)CC2)c1,-11.5%
Cc1ccc(NC(=O)CN2C(=O)C(c3ccc(F)cc3)=NC23CCCCCC3)c(C)c1,4.2%
Cc1cc(C)c2oc(-c3ccc(NC(=O)COc4ccccc4C)cc3)nc2c1,6.1%
O=C(NCCc1ccccc1)c1cc(-c2cccc(Cl)c2)on1,-1.1%
Cc1cccc(CNC(=O)C2CCC(CNS(=O)(=O)c3ccc4c(c3)CCCC(=O)N4)CC2)c1 (centres undefined),-8.9%
Clc1cccc(CSc2nnc(C3CCNCC3)o2)c1,-6.0%
Cc1ccc(-c2noc(-c3nnn(CC(=O)Nc4cc(C)cc(C)c4)c3N)n2)cc1,-7.4%
Cc1ccc(C)c(Cn2c3ccccc3c3cnn(CC(=O)NC(C)CCc4ccccc4)c(=O)c32)c1 (centres undefined),-0.4%
COc1ccc(NC(=O)c2cc(-c3ccccc3O)no2)cc1,-10.7%
CC(C)c1nnc(NC(=O)c2nc(SCc3ccc(F)cc3)ncc2Cl)s1,?
CCOc1ccccc1CNC(=O)Cn1cc2c(n1)-c1c(oc(C(=O)N3CCCC3)c1C)CC2,3.0%
Cc1ccc(CNC(=O)C(C)n2ccc3cc(S(=O)(=O)N4CCCC4)ccc32)cc1 (centres undefined),-10.0%
Cc1nc(N2CCCC2)ncc1C(=O)NCc1cccc(Cl)c1,-8.7%
CCOc1cccc(C(=O)Nc2ccc(NC(=O)c3ccc(Br)cc3)cc2)c1,-0.3%
CCOc1ccc(S(=O)(=O)N2CCN(c3cccc(C(F)(F)F)c3)CC2)cc1OCC,-3.7%
Cc1ccc(CNC(=O)C(=O)NCC(c2cccs2)S(=O)(=O)c2ccc(C)cc2)cc1 (centres undefined),-6.9%
CCn1c(C(=O)NCc2ccccc2C)cc2oc3ccccc3c21,-11.5%
O=C(Nc1ccc2c(c1)CCCN2C(=O)c1cccs1)c1ccc(F)c(F)c1,-13.8%
O=c1c2cc3c(cc2nc2sc(Nc4cccc([N+](=O)[O-])c4)nn12)OCO3,-7.7%
Cc1ccc(NC(c2cccc(Cl)c2)c2nnc(-c3ccccc3)o2)cc1F (centres undefined),-2.0%
Cc1cc(C)c(NC(=O)C2CCN(c3nc4ccccc4[nH]3)CC2)c(C)c1,3.5%
O=C(Nc1cc(F)ccc1F)N1CCC(CN2CCCC2)CC1,1.3%
Cc1ccc(NC(=O)Cc2ccc(-n3c(C)nc4cccnc43)cc2)cc1C,-10.0%
CCCN(CCC)C(=O)CSc1nnc2cc(C)c3cc(C)cc(C)c3n12,-17.0%
Nc1ncc(S(=O)(=O)N2CCN(c3ccccc3)CC2)cn1,-2.5%
COc1ccc(Cn2cc(C(=O)c3ccc(C)cc3)c(=O)c3cc(OC)c(OC)cc32)cc1,-2.1%
O=c1c2ccccc2n2c(-c3ccccc3O)nnc2n1Cc1ccc(F)cc1,-0.2%
CCN1CCc2c(sc(-n3cccc3)c2C(C)NC(=O)Nc2ccc(C(=O)OC)cc2)C1 (centres undefined),1.5%
COc1ccc(NC(=O)CN(C)S(=O)(=O)c2ccc3nc(C)sc3c2)cc1Cl,-11.4%
Cc1ccc(N2C(=O)N(Cc3cccc(Cl)c3)c3ccccc3S2(=O)=O)cc1,-3.4%
COc1cccc(CNC(=O)Cn2c(SCC(=O)Nc3ccc(C)c(C)c3)nc3ccccc32)c1,0.5%
O=c1oc2ccc(Br)cc2cc1-c1csc(-c2ccc(Cl)cc2)n1,-0.9%
COc1ccc(CCNC(=O)c2ccc3c(c2)CCN3S(=O)(=O)c2ccc(C)cc2)cc1,-6.2%
CCOC(=O)c1ccc(NC(=O)CC2C(=O)N(c3cccc(OC)c3)C(=O)N2Cc2cccnc2)cc1 (centres undefined),-17.3%
COc1ccc(C(=O)N2CC(=O)Nc3ccc(C)cc3C2c2ccc(F)cc2)c(OC)c1 (centres undefined),-11.8%
Cc1cccc(N2CCN(S(=O)(=O)c3cc(C(=O)Nc4ccccc4Cl)ccc3F)CC2)c1C,-0.9%
CCOc1ccc(NC(=O)c2ccc(F)c(S(=O)(=O)N(Cc3ccc(C(=O)OC)cc3)Cc3ccc(OC)c(OC)c3)c2)cc1,4.2%
O=c1c2oc3ccccc3c2n(Cc2cccc(F)c2)c(=O)n1Cc1ccc2c(c1)OCO2,4.5%
Cc1c(C(=O)Nc2ccccc2Br)oc2ccc(S(=O)(=O)N3CCCCCC3)cc12,-1.6%
COCc1nc2cccnc2n1C1CCN(S(=O)(=O)N(C)C)CC1,1.4%
Cc1oc(-c2ccccc2)nc1Cn1c(=O)cc(-c2ccccc2)c2c(C)nn(C)c21,0.8%
COc1cccc(CCNC(=O)c2ccc(Cn3c(SCc4ccccc4)nc4cccnc43)cc2)c1,9.53µM*
Cc1cccc(CNC(=O)C2CCN(S(=O)(=O)c3cccc4nonc34)CC2)c1,-2.0%
CCN(CC)c1nc2c(S(=O)(=O)c3cccc(Cl)c3)nnn2c2ccsc12,-1.4%
O=C(NCCc1ccc(Cl)cc1)c1ccc2c(c1)N(Cc1ccccc1)C(=O)CS2,-2.5%
O=C(Cc1ccccc1)NCCc1csc2nc(-c3ccc(Cl)cc3)nn12,-6.1%
CC(=O)N1CCC2(CC1)OC(=O)C(C)=C2C(=O)Nc1cc(C)ccc1C,-1.1%
CN(C)c1ccc(C(=O)NCc2ccc3c(c2)CCN3C(=O)c2ccc(Cl)cc2)cc1,-19.7%
O=C(Nc1nnc(S(=O)(=O)N2CCCCC2)s1)c1ccc(F)cc1,?
O=C(Nc1ccc2nn(-c3ccc(Cl)cc3)nc2c1)c1cc2ccccc2o1,-4.8%
COc1cccc(C(=O)NCC(c2ccc(N(C)C)cc2)N2CCCC2)c1OC (centres undefined),0.5%
CCOC(=O)c1c(C)oc2nc(C)nc(NCc3ccc(Cl)cc3)c12,-1.6%
CCOC(=O)c1[nH]c(C)c(CCC(=O)Nc2c(C)cc(C)cc2C)c1C,-10.9%
COc1ccc(CCNc2ncnc3c2c(-c2ccccc2)cn3-c2cccc(Cl)c2)cc1OC,-0.4%
O=C1CN(C(=O)COc2ccc(Cl)cc2Cl)C(c2ccccc2)c2cc(F)ccc2N1 (centres undefined),-1.1%
# The list goes on:
SMILES,FLuc counter
O=C1CN(C(=O)c2ccc(S(=O)(=O)N3CCCCC3)cc2)C(c2ccc(F)cc2)c2cc(F)ccc2N1 (centres undefined),3.1%
COc1cccc(N2CCN(C(=O)C3CCCN(S(=O)(=O)c4ccc(Br)s4)C3)CC2)c1 (centres undefined),0.8%
Cc1ccc(Cl)cc1NC(=O)c1ccc(NC(=O)N2CCSc3ncccc32)cc1,-11.2%
COc1ccccc1C(=O)Oc1c(Sc2ccccc2)c(C)nn1C(C)(C)C,-1.1%
CC(CNC(=O)CN1C(=O)COc2ccc(S(=O)(=O)N3CCCCCC3)cc21)c1ccccc1 (centres undefined),-9.3%
COc1cccc(NS(=O)(=O)c2ccc3c(c2)[C@H]2C=CC[C@H]2[C@@H](c2ccccc2Cl)N3)c1,3.2%
